# High-throughput results as filed in PubChem BioAssay.
# Anthrax LF prot: blocks Bacillus anthracis lethal factor protease. P15917. multiplex microsphere protease cleavage assay, LF. inhibition, % at 10 µM. hit rate 0.12% among 360,000. AID 588501; also: plate controls were buffer without enzyme for full effect and enzyme alone for no effect
# BoNT-F LC inh: BoNT F light chain protease inhibition | AID 588497 | inhibition, % at 10 µM | hit rate 0.22% among 360,000 | Multiplex microsphere protease cleavage assay, flow cytometry; in the data active = inhibition above about 35%, passing the limit was not always enough; inconclusive = no clear call, values can overlap the other calls; also: plate controls were buffer without enzyme for full effect and enzyme alone for no effect
# Yp Topo-I inh: Y. pestis Topo-I inhibition via cleavage products; Y. pestis Topo-I cleavage product accumulation, plate reader; activity, % at 10 µM; hit rate 0.064% among 360,000; AID 504884; in the data active = activity above about 50%, passing the limit was not always enough; inconclusive = no clear call, values can overlap the other calls; also: inactives centre near 2
# BoNT-A LC inh2: BoNT A light chain protease inhibition; multiplex microsphere protease substrate cleavage, flow cytometry; inhibition, % at 10 µM; hit rate 0.17% among 360,000; also: plate controls were buffer without enzyme for full effect and enzyme alone for no effect
# CCHFV vOTU inh: CCHFV vOTU protease inhibition | inhibition, % at 11.5 µM | Pep-AMC fluorescence | hit rate 0.55% among 370,000; in the data active = inhibition above about 30%; also: 0% = vehicle wells with enzyme and 100% = no enzyme wells
# PfHsp40 rescue: rescue of PfHsp40-mediated yeast toxicity; growth rescue, % at 12.5 µM; S. cerevisiae expressing PfHsp40, growth rescue, ATP luminescence; AID 504582; hit rate 0.68% among 340,000; in the data active = growth rescue above about 28%, passing the limit was not always enough; inconclusive = no clear call, values can overlap the other calls;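 also: yeast W303a lacking pdr1 and pdr3 grown in galactose medium; growth measured after three days at 30 °C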
# FadD28 FP inh: M. tuberculosis FadD28 bisubstrate binding inhibition; FadD28 bisubstrate probe binding, fluorescence polarization; hit rate 0.22% among 360,000; inhibition, % at 12.5 µM; in the data active = inhibition above about 8.5%, passing the limit was not always enough; inconclusive = no clear call, values can overlap the other calls
# TcdB inh: TcdB glycohydrolase inhibition | TcdB glycohydrolase enzymatic assay, plate reader | inhibition, % at 9.99 µM | hit rate 0.24% among 350,000 | AID 652162; in the data active = inhibition above about 10%
# PrPC surface inh: cell surface PrPC inhibition, primary TR-FRET screen | inhibition, % at 13.8 µM | hit rate 0.43% among 370,000 | TR-FRET read-out | P04156; in the data active = inhibition above about 24%; also: 0% = median of the test wells and 100% = reference compound wells
# * hit, by the source's call; ? = inconclusive; / = not tested or not shown. Rule as the data show it, unless noted: active = inhibition above about 30%; inconclusive = no clear call, values can overlap the other calls; inactive = below that. Outcome played no part in choosing rows (roughly 2.3% active in at least one column).
no.	canonical_smiles	Anthrax LF prot	BoNT-F LC inh	Yp Topo-I inh	BoNT-A LC inh2	CCHFV vOTU inh	PfHsp40 rescue	FadD28 FP inh	TcdB inh	PrPC surface inh
1	Cc1cccc(C)c1NC(=O)CSc1nnc(NC(=O)CN2CCOCC2)s1	1	28	-1	-0.2	5	64*	-1.5	/	6
2	CCCC(CCC)C(=O)Nc1ccc2c(c1)N(C(=O)CCN1CCN(C)CC1)c1ccccc1CC2	-2	-8	-7	-0.4	-4	0.0	-3.5	0.1	-10
3	CCc1ccc(C2C(C#N)=C(N)N(N(C)C)C3=C2C(=O)CCC3)s1 (stereo not given)	-2	-3	6	0.3	1	-0.9	-2.1	/	-1
4	O=C(CCc1ccccc1)NCc1ccc2c(c1)OCO2	3	-12	10	-0.8	-12	-0.1	1.5	1.8	0
5	CNC(=O)NC(=O)C(NC1CCCc2ccccc21)c1ccccc1 (stereo not given)	-1	-6	11	-1.0	-11	-3.3	-2.5	1.1	9
6	C/C(Cc1ccccc1)=N\NC(=O)CNC(=O)Cc1ccc(Cl)cc1	1	?	-1	1.2	-7	1.8	-3.5	-0.4	-6
7	Cc1cc(C(F)(F)F)n2nc(C)c(-c3ccc(Cl)cc3)c2n1	2	0	-3	-0.1	0	0.7	-4.2	0.7	-3
8	N#C/C(=C(/O)CSc1ncn[nH]1)c1nc2ccccc2[nH]1	0	-7	-3	0.6	-3	-0.8	-1.8	2.1	-4
9	CC(C)(C)OC(=O)N1CCN(C(=O)c2[nH]cnc2C(=O)N[C@@H](Cc2ccccc2)C(=O)OCc2ccccc2)CC1	4	-2	19	-0.8	21	11	0.1	1.6	-5
10	Cn1nc(C(C)(C)C)cc1C(=O)N1CCCC(c2cc(C(=O)Nc3ccccc3Cl)no2)C1 (stereo not given)	-5	0	19	-0.1	4	/	-2.0	1.2	4
11	O=C(c1ccco1)N1CCN(Cc2cc(=O)c(OCc3ccc(F)cc3)co2)CC1	0	-4	3	2.2	11	-0.1	-0.2	-0.9	-7
12	CC(C)CNC(=O)CC(c1ccccc1)c1ccccc1	-2	0	6	-0.8	7	-1.7	-3.6	-0.2	7
13	Cc1cccc(OC(C)C(=O)Nc2cc(Cl)ccc2-n2cncn2)c1 (stereo not given)	3	3	-3	-0.1	9	2.7	-4.4	-9.0	1
14	CCCN(C(=O)C1CCCN(c2ncnc3c2nc2n3CCCCC2)C1)c1ccc(F)cc1 (stereo not given)	-2	-9	11	-0.3	-5	-1.5	-2.8	1.9	-4
15	O=C(/C=C/NNC(=O)c1cccc(Br)c1)c1ccccc1	-3	0	12	-0.8	7	-0.6	-1.7	/	4
16	CN(C(=O)c1ccccn1)C1(C(=O)NC2CCCCC2)CCCCC1	4	11	-5	-0.3	-1	-1.3	-3.4	/	1
17	CCCS(=O)(=O)NC(=O)C1(C)CCN(C(=O)c2snnc2C)C1 (stereo not given)	-1	-2	1	0.1	-1	/	-2.7	1.4	0
18	COc1ccc(C(=O)N2CCN(c3ccc(C(C)=O)cc3F)CC2)cc1S(=O)(=O)NC1CC1	-4	2	4	0.3	12	-0.4	-1.2	0.5	-8
19	CCC1CN(C(=O)N2CCC(C(=O)NCc3ccc(C)o3)CC2)c2ccccc2O1 (stereo not given)	1	3	5	-0.1	6	-0.3	-2.4	0.7	-9
20	O=C(O)C1C2C=CC(C2)C1C(=O)NCc1ccoc1 (stereo not given)	3	-8	0	-0.2	5	0.2	0.0	-1.3	2
21	C=CCN1C(=O)C(O)(CC(=O)c2ccco2)c2cc(Br)ccc21 (stereo not given)	-5	5	1	-0.4	5	-0.2	1.4	0.4	-8
22	CC1Cc2ccccc2N1S(=O)(=O)c1cccc(C(=O)NCCCO)c1 (stereo not given)	-6	-8	0	0.4	-1	0.4	-0.2	/	5
23	CCN(CC)c1ccc(/C=N/NC(=O)c2cnccn2)cc1	-7	-9	2	-1.9	12	-1.9	-1.1	0.3	-4
24	CCN(CC)C(=O)c1cccc(NC(=O)c2ccc3c(=O)n4c(nc3c2)CCC4)c1	3	-5	3	1.2	9	-1.0	-3.7	0.9	0
25	O=C1CN(S(=O)(=O)c2ccc(Cl)cc2)c2ccccc2N1	5	20	2	1.6	-5	-1.9	-4.1	1.2	5
26	Cc1cc(Br)ccc1NC(=O)CN1C(=O)C2C3CC(c4ccccc4)C(C3)C2C1=O (stereo not given)	-2	-8	-11	-0.7	5	3.7	-8.6	1.6	7
27	COc1ccc(C(=O)NC(=S)Nc2ccc(N3CCOCC3)cc2)cc1Cl	0	14	16	-0.8	0	8.3	1.7	-0.4	10
28	CCNc1nc(NC(C)C)nc(N2CC(=O)N(CC(=O)OCC)C2=N)n1	1	1	-1	-0.8	-19	0.7	-0.8	/	0
29	O=C(NCc1ccc2c(c1)OCO2)C1CC(=O)N(C2CCCCCC2)C1 (stereo not given)	-1	12	-5	1.5	10	-1.9	-2.6	-0.1	0
30	COc1ccccc1NS(=O)(=O)c1cccc(C(=O)NCC(c2ccco2)N(C)C)c1 (stereo not given)	-1	7	9	-1.2	-5	-0.4	0.1	1.5	4

# Five records drawn at random from those above, as already listed:
no.	canonical_smiles	Anthrax LF prot	BoNT-F LC inh	Yp Topo-I inh	BoNT-A LC inh2	CCHFV vOTU inh	PfHsp40 rescue	FadD28 FP inh	TcdB inh	PrPC surface inh
18	COc1ccc(C(=O)N2CCN(c3ccc(C(C)=O)cc3F)CC2)cc1S(=O)(=O)NC1CC1	-4	2	4	0.3	12	-0.4	-1.2	0.5	-8
27	COc1ccc(C(=O)NC(=S)Nc2ccc(N3CCOCC3)cc2)cc1Cl	0	14	16	-0.8	0	8.3	1.7	-0.4	10
10	Cn1nc(C(C)(C)C)cc1C(=O)N1CCCC(c2cc(C(=O)Nc3ccccc3Cl)no2)C1 (stereo not given)	-5	0	19	-0.1	4	/	-2.0	1.2	4
29	O=C(NCc1ccc2c(c1)OCO2)C1CC(=O)N(C2CCCCCC2)C1 (stereo not given)	-1	12	-5	1.5	10	-1.9	-2.6	-0.1	0
14	CCCN(C(=O)C1CCCN(c2ncnc3c2nc2n3CCCCC2)C1)c1ccc(F)cc1 (stereo not given)	-2	-9	11	-0.3	-5	-1.5	-2.8	1.9	-4

# New compounds follow
no.	canonical_smiles	Anthrax LF prot	BoNT-F LC inh	Yp Topo-I inh	BoNT-A LC inh2	CCHFV vOTU inh	PfHsp40 rescue	FadD28 FP inh	TcdB inh	PrPC surface inh
31	CC(c1ccccc1)C1NC(C(=O)O)CS1 (stereo not given)	3	4	-9	0.4	-3	-0.2	0.0	/	-3
32	Cc1cc(-c2ccc(C)c(S(=O)(=O)NCc3cccc(Br)c3)c2)on1	3	1	30	1.5	11	1.6	-4.3	0.3	4
33	O=C(CSCCO)Nc1ccccc1	-2	3	6	0.3	-7	0.7	-3.7	/	-2
34	CC(C)N(C)S(=O)(=O)c1ccc(Cl)c(C(=O)O)c1	-5	-7	5	-0.1	14	-0.6	0.3	0.7	-3
35	CCOCCc1nnc(NC(=O)Cc2ccc(Br)cc2)s1	-1	-3	3	-1.6	-9	21	-1.1	1.2	-3
36	COc1cccc(NC(=O)C(=O)NCCCN2CCCC2=O)c1	/	/	8	/	-6	-0.6	0.8	1.5	0
37	CCOC(=O)c1c(C)[nH]c(C(=O)NNC(=O)c2ccccc2F)c1C	-1	-11	-1	-0.2	-2	0.2	-0.7	1.3	6
38	CCOc1ccccc1N(CC(=O)N1CCCC1)S(C)(=O)=O	-4	8	-3	-2.3	-4	-0.7	-3.1	1.7	3
39	CSc1ccc(C(=O)C2CCCN(C(=O)c3nn(C)c(=O)c4ccccc34)C2)cc1 (stereo not given)	0	0	27	-0.5	17	0.8	0.3	1.2	11
40	CCOC(=O)CSc1nnc(-c2ccccc2)c(=O)[nH]1	-3	4	3	3.6	-3	-0.2	1.6	2.0	-5
41	NC(=O)CN1CCN(C(=O)NC2CCCCC2)CC1	-6	-7	-1	-0.6	2	0.0	-0.6	1.1	-1
42	Cc1ccc(S(=O)(=O)NNC(=O)CCC(=O)Nc2ccc(C)c(C)c2)cc1	-2	-5	-1	-0.3	7	-0.5	-2.9	/	-2
43	Cc1oc2cc3oc(=O)c(CCC(=O)NCCCN4CCOCC4)c(C)c3cc2c1C	-8	-5	7	0.0	-14	-2.1	-1.0	1.8	2
44	CCCCn1c(N)c(N(CCC(C)C)C(=O)COC(=O)/C=C/c2ccc(F)cc2)c(=O)[nH]c1=O	-4	-4	-7	0.3	3	0.0	-2.2	1.2	2
45	N#CCCSc1ncnc2c1oc1ccccc12	-2	-1	4	1.8	7	0.2	-4.9	/	55*
46	O=C(COC(=O)c1cccs1)Nc1ccccc1C(F)(F)F	1	1	5	-0.6	0	-1.5	-3.4	-0.5	-1
47	O=C(CSc1ncn[nH]1)Nc1ccccc1C(=O)O	-1	-15	-7	0.6	-1	-1.1	-3.1	/	-4
48	COc1cccc(CN2CCN(CCc3ccccc3)C(CCO)C2)c1OC (stereo not given)	0	2	3	-1.1	4	0.2	-3.1	-0.6	6
49	CC(C)c1ccc(-c2nc(N3CCCCC3)[nH]c(=O)c2C#N)cc1	-2	1	10	-0.9	-7	-1.8	-0.3	/	-1
50	Oc1ccccc1N1CCN(c2nnnn2-c2ccccc2)CC1	-4	0	2	1.4	-11	-1.2	-1.7	-4.0	-3
51	COc1ccc(S(=O)(=O)N2CCOC2CNC(=O)C(=O)NCc2ccco2)cc1OC (stereo not given)	-1	0	2	-0.1	-2	0.7	-1.8	0.9	-3
52	CC(=O)C1=C(O)C(=O)N(CCc2c[nH]c3ccccc23)C1c1cccc(O)c1 (stereo not given)	-2	2	1	0.6	18	2.9	2.0	/	-1
53	Cc1[nH]c(=O)[nH]c(=O)c1S(=O)(=O)NCC12CC3CC(CC(C3)C1)C2	0	-3	9	?	-7	0.4	-3.7	/	3
54	O=c1[nH]nnc2c1cnn2-c1ccccc1	-5	-2	0	-0.4	2	-0.7	-0.2	0.7	4
55	Cc1cccc(OCc2nnc(SCC(=O)N3CCN(C(=O)c4ccco4)CC3)n2C)c1C	-4	-6	3	0.4	/	-1.3	-0.6	0.6	/
56	O=C(NCCc1ccccc1)c1cccnc1N1CCCCCC1	2	-4	3	0.8	3	1.1	-3.1	1.2	2
57	CCN(CC)c1nc2cc(C)ccc2cc1/C=C(\C#N)C(N)=O	4	6	-5	8.4	0	-0.7	0.4	1.6	7

# One compound at a time, from the list above. Order of values: Anthrax LF prot	BoNT-F LC inh	Yp Topo-I inh	BoNT-A LC inh2	CCHFV vOTU inh	PfHsp40 rescue	FadD28 FP inh	TcdB inh	PrPC surface inh
# CCOCCc1nnc(NC(=O)Cc2ccc(Br)cc2)s1 as listed: -1	-3	3	-1.6	-9	21	-1.1	1.2	-3
# Cc1ccc(S(=O)(=O)NNC(=O)CCC(=O)Nc2ccc(C)c(C)c2)cc1 as listed: -2	-5	-1	-0.3	7	-0.5	-2.9	/	-2

# 3 entries out of the list, arranged by count of non-hydrogen atoms, falling:
no.	canonical_smiles	Anthrax LF prot	BoNT-F LC inh	Yp Topo-I inh	BoNT-A LC inh2	CCHFV vOTU inh	PfHsp40 rescue	FadD28 FP inh	TcdB inh	PrPC surface inh
9	CC(C)(C)OC(=O)N1CCN(C(=O)c2[nH]cnc2C(=O)N[C@@H](Cc2ccccc2)C(=O)OCc2ccccc2)CC1	4	-2	19	-0.8	21	11	0.1	1.6	-5
20	O=C(O)C1C2C=CC(C2)C1C(=O)NCc1ccoc1 (stereo not given)	3	-8	0	-0.2	5	0.2	0.0	-1.3	2
33	O=C(CSCCO)Nc1ccccc1	-2	3	6	0.3	-7	0.7	-3.7	/	-2
